Mtb BioA inh – M. tuberculosis BioA enzyme inhibitors, primary screen, biochemical, plate reader, single point, HTS; purified M. tuberculosis BioA enzyme; AID 602481, 2012; 7,8-diaminopelargonic acid synthase BioA (Mycobacterium tuberculosis); inhibition, % at 9.99 µM; 0.096% of 360,000 active; in the data active means inhibition above about 40%
GDH-TPI counter – GDH-TPI coupling enzyme inhibitors, primary screen, artefact control for M. tuberculosis FBA inhibitor project, biochemical, absorbance, full deck | GDH-TPI coupled enzyme counterscreen, NADH absorbance | inhibition, % at 4.8 µM | 1.2% of 360,000 active; in the data active means inhibition above about 30%;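 further: 0% = DMSO wells and 100% = wells lacking the enzyme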
Mtb UGM inh – M. tuberculosis UGM enzyme inhibitors, primary screen, biochemical, fluorescence polarization, single point; UDP-galactopyranose mutase (Mycobacterium tuberculosis (strain ATCC 25618 / H37Rv)), …; purified UGM, fluorescence polarization probe displacement; inhibition, % at 10 µM; 0.06% of 320,000 active; AID 504406, 2011; in the data active means inhibition above about 10%, passing the limit was not always enough
Target sequence (P9WIQ1 whole entry, looked up): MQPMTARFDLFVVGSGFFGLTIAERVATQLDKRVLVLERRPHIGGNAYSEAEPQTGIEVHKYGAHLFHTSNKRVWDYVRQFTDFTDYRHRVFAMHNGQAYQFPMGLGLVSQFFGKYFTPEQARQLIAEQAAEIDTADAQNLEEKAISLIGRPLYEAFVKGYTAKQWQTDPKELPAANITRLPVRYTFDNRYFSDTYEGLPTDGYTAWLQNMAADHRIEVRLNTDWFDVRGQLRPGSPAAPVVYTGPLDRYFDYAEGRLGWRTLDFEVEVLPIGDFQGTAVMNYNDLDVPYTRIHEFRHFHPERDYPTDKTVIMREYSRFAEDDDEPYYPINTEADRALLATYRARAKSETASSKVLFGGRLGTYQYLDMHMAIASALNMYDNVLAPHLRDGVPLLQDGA
VHR inh abs – VHR1 phosphatase inhibitors, primary screen, biochemical, absorbance, uHTS; 0.52% of 290,000 active; inhibition, % at 13.3 µM; recombinant VHR phosphatase, pNPP absorbance; Dual specificity protein phosphatase 3 (Homo sapiens), P51452; in the data active means inhibition above about 50%; further: some compounds called inactive have numbers as strong as hits
FBA Mtb inh – Mtb FBA enzyme inhibitors, primary screen, biochemical, fluorescence, strain H37Rv | Fructose-bisphosphate aldolase (Mycobacterium tuberculosis (strain ATCC 25618 / H37Rv)), … | purified M. tuberculosis FBA, fluorescence read-out | inhibition, % at 1 µM | 2.3% of 360,000 active | AID 588726, 2011; in the data active means inhibition above about 27%;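 further: 0% = vehicle and 100% = reference inhibitor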
Vc quorum ag – inducers of Vibrio cholerae quorum light production without autoinducers, primary screen, BH1578 luxS cqsA deficient, single point | V. cholerae BH1578 lux reporter, luminescence, 6 h | activation, % at 18.7 µM | 0.16% of 350,000 active | AID 588436, 2011; in the data active means activation mostly above about 9.7%, no sharp cut-off; further: not every result past the cut was called active; inactives centre near 0; reference of the scale not given here
PriA SSB inh – inhibitors of Klebsiella pneumoniae PriA binding to SSB C-terminal tail, primary screen, biochemical, AlphaScreen | PriA–SSB C-terminal tail interaction (Klebsiella pneumoniae) | AlphaScreen SSBct-PriA binding, biotinylated peptide | inhibition, % at 33 µM | 0.6% of 430,000 active; in the data active means inhibition mostly above about 37%, no sharp cut-off; inactive means mostly below about 20%;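 further: plate controls were negative control peptide for no effect and reference peptide for full effect; strong numbers were not always called active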
Rv3671c inh – Rv3671c serine protease inhibitors, primary screen, biochemical, fluorescence polarization, M. tuberculosis H37Rv | P9WHR9 | inhibition, % at 5.96 µM | 0.048% of 320,000 active | AID 2606, 2010; in the data active means inhibition above about 38%;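 further: extracellular domain of Rv3671c used as enzyme; 0% = enzyme with DMSO and 100% = no enzyme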
Target sequence (P9WHR9 whole entry, looked up, the tested form may be a part): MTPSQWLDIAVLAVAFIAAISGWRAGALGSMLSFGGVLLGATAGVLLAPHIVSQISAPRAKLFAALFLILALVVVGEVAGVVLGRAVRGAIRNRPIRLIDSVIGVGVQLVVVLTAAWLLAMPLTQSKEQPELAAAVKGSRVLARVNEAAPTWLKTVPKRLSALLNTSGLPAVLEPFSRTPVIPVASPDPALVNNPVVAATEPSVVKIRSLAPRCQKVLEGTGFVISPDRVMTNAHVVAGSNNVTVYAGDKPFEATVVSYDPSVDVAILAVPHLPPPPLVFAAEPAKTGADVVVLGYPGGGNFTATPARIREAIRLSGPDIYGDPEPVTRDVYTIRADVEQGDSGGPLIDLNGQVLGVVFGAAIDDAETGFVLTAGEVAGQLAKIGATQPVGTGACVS
MazF activator – activators of E. coli MazEF toxin-antitoxin RNase, primary screen, biochemical, fluorescence, uHTS; FAM/BHQ RNA-DNA oligo cleavage fluorescence, 5 h; 0.32% of 350,000 active; Endoribonuclease toxin MazF (Escherichia coli (strain K12)), P0AE70; AID 504720, 2011; activation, % at 20 µM; in the data active means activation above about 50%
Target sequence (P0AE70 whole entry, looked up): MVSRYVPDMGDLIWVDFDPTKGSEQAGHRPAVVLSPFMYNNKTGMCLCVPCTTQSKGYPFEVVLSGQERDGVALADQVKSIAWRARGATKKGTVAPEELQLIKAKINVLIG
3CLpro inhibitor – SARS-CoV 3CLpro protease inhibitors, primary screen, biochemical, quenched FRET; Replicase polyprotein 1ab (Severe acute respiratory syndrome coronavirus), P0C6X7; recombinant SARS-CoV 3CLpro, quenched FRET peptide cleavage; inhibition, % at 6 µM; 0.14% of 290,000 active; in the data active means inhibition above about 12%
An asterisk follows results filed as active; i = inactive; nt = no result given. This is a subset. The share of hits here may be higher or lower than overall.

structure	Mtb BioA inh	GDH-TPI counter	Mtb UGM inh	VHR inh abs	FBA Mtb inh	Vc quorum ag	PriA SSB inh	Rv3671c inh	MazF activator	3CLpro inhibitor
CCOC(=O)CCNC(=O)N1CCC(CCC(=O)NCc2ccc(F)cc2)CC1	0.1	-21	-1.9	68	2	0.4	-5	-9	0	-6
O=C(COC(=O)c1cnccn1)NCc1ccc(Cl)cc1	nt	0	-2.4	13	2	-0.3	-1	2	-1	6
CN1C(=S)SC(N2OC3C(=O)N(c4ccccc4)C(=O)C3C2c2ccccc2)C1(C)C (configuration not stated)	nt	nt	-0.4	5	nt	nt	nt	7	nt	1
O=C(Cn1cccn1)N1CCCC(N2CCN(c3cccc(C(F)(F)F)c3)CC2)C1 (configuration not stated)	1.0	4	nt	25	0	i	-2	nt	-4	-3
O=C(NCC1CCCN(Cc2cccc(C(F)(F)F)c2)C1)c1ccc(F)cc1 (configuration not stated)	nt	2	3.4	-14	-7	-2.1	-9	1	2	7
COC(=O)c1ccc(NC(=O)C(=O)c2c[nH]c3ccccc23)cc1	0.6	27	-0.8	20	0	0.3	-10	3	-23	-5
COc1ccc(/C=C2\SC(=O)N=C2N)cc1	nt	21	-0.6	-10	-1	i	nt	-19	5	5
CC(C)c1ccc(NC(=O)C2(C)Cc3c(-c4ccccc4)ccnc3O2)cc1 (configuration not stated)	2.6	5	nt	nt	-4	0.0	nt	nt	nt	nt
COc1ccc(-c2noc(CNC(=O)C(C)Oc3ccccc3)n2)cc1 (configuration not stated)	0.4	15	-0.6	14	2	-0.8	-6	-1	-14	-3
O=C(Nc1ccc(F)cc1)c1ccc(Br)c(S(=O)(=O)N2CCOCC2)c1	5.2	4	0.2	20	2	-0.3	-5	5	0	0
CNc1ccccc1C(C)(C)c1cc(-c2cccc([N+](=O)[O-])c2)no1	-0.3	9	-1.1	24	-4	i	8	1	-5	3
CCOC(=O)c1ccc(NC(=O)CCNS(=O)(=O)c2cc(Br)cnc2N)cc1	0.5	5	1.1	2	0	-0.1	-10	-2	1	8
Cc1c(C(=O)N(CC(C)C)c2c(N)n(Cc3ccccc3)c(=O)[nH]c2=O)sc2nc3n(c(=O)c12)CCC3	0.9	11	1.1	nt	4	-0.3	-5	1	-2	nt
Cc1ccccc1CNC(=O)CCC(=O)N1CCOc2ccc(Cl)cc21	-0.1	11	0.5	-2	-2	-0.1	0	-7	6	6
CCCCCC(=O)Nc1nnc(CCc2ccccc2)s1	-2.0	0	3.3	16	0	-1.7	-15	-2	5	-15
COc1ccc(N(CC(=O)Nc2cc(Cl)ccc2OC)S(=O)(=O)c2c(C)noc2C)cc1	-1.7	11	0.4	7	-1	-1.4	-10	-7	-5	-4
CCOc1ccccc1C(=O)N/N=C/c1ccoc1	13	-2	0.6	15	-2	-0.1	nt	nt	-2	-4
COc1ccc(Nc2ccccc2C(=O)O)cc1	nt	9	1.4	21	1	i	-11	-4	-9	1
CC(=C\C(=O)O)/C(=C\c1cccc2ccccc12)C(=O)O	-1.5	31*	2.3	4	3	-3.7	-3	7	6	-3
CCOC(=O)N1CCN(C(=O)c2cccc(OC)c2O)CC1	-1.8	0	-1.3	8	2	nt	-10	0	-9	-1
O=C1COc2ccc(C(=O)COC(=O)c3c(F)cccc3Cl)cc2N1	-0.3	2	-0.5	nt	-1	i	-4	0	12	nt
Cc1ccc(N(C(=O)c2cccs2)C2C=CS(=O)(=O)C2)cc1 (configuration not stated)	0.3	1	0.9	23	0	-0.3	-11	7	16	-4
Cc1ccc(C)c(S(=O)(=O)NCCN2CCOCC2)c1	-1.2	-11	0.6	28	-1	i	4	6	2	4
CC(C)COP(=O)(CNC(=O)CN1C(=O)c2ccccc2S1(=O)=O)OCC(C)C	nt	6	0.0	4	-4	i	-14	-9	0	3
CC1=NN(c2ccc(N)cc2)C(=O)C1	0.2	11	0.8	-23	1	i	-21	-9	-7	1
CCOC(=O)C1=C(C)Nc2ccccc2N=C1NC(=O)Cc1ccc(Br)cc1	nt	1	1.7	17	1	-0.3	2	1	0	2
Cc1nnc(NC(=O)CSc2nnc(Cc3ccccc3)n2-c2ccccc2)s1	-0.9	-5	-0.7	8	-3	0.5	-3	-6	-15	-2
Cc1cccc[n+]1CC(=O)/C=C1\N(C)c2ccccc2C1(C)C	-2.9	28	-5.1	37	-3	-0.7	-2	-58	7	1
Cc1cccc(NC(=O)c2cc(NC(=O)c3ccco3)ccc2Cl)n1	-2.4	11	-0.5	5	4	i	1	-6	-4	-2
Cc1ccc(S(=O)(=O)Nc2cccnc2Oc2ccc(Cl)cc2)cc1	nt	2	-1.3	2	0	i	-5	0	10	-1
O=C(CCCNC(=O)c1ccc(Cl)cc1)NCc1ccccc1F	-0.3	-6	-0.7	12	2	-0.3	-8	2	8	-1
O=C1NC(Cc2ccccc2)c2nc3ccc(F)cc3c(=O)n2-c2cc3ccccc3cc21 (configuration not stated)	-1.8	6	nt	nt	1	-0.4	nt	nt	-27	nt
CC12CN3CCN(CC(C3)C1(O)CN1CCOCC1)C2 (configuration not stated)	-1.2	9	-0.2	12	1	-0.6	-2	4	7	5
CCCCN(CC)CCNC(=O)c1cn(C)c(=O)c2c1c1ccccc1n2C	nt	6	2.7	nt	9	i	-7	-7	7	-5
CC(C)NC(=S)NC(=O)/C=C/c1ccc(F)cc1	-1.5	7	0.7	-5	2	-0.3	-2	4	5	-6
N#CCC(=O)Nc1ccc(C(=O)OCC(=O)Nc2sc3c(c2C#N)CCCC3)cc1	-1.4	9	nt	nt	1	i	-4	nt	-9	nt
CCc1ccc(-c2nc(CS(=O)CC(=O)O)c(C)o2)cc1 (configuration not stated)	2.4	-4	2.0	0	-2	i	2	9	3	6
COc1cc(Br)c(C2C(C#N)=C(N)Oc3n[nH]c(-c4cccnc4)c32)cc1OC (configuration not stated)	nt	-5	2.3	2	-5	-0.3	3	-4	3	-2
COCCn1c(SCC(=O)Nc2cc(Cl)ccc2OC)nc2c(c1=O)SC(C)C2 (configuration not stated)	11	17	-1.0	26	-2	-0.2	7	-3	0	-2
O=C1CNC(=S)N1CCCn1ccnc1	-2.1	8	0.1	19	-2	-0.2	2	1	-9	2
COc1ccc(CCC(=O)Nc2c(C)n(C)n(-c3ccccc3)c2=O)cc1	nt	3	-0.4	-1	3	-0.4	-1	4	7	2
CN(C)/C(CN1CCN(C=O)CC1)=C1\N=C(c2ccccc2)OC1=O	3.2	36*	0.5	10	2	-0.2	8	-1	4	1
O=c1[nH]c(C2CCN(S(=O)(=O)c3ccc4c(c3)OCCO4)CC2)nc2c1nnn2Cc1ccc(F)cc1	0.4	-4	-0.4	-11	2	i	-14	-10	15	4
COCc1c(C(=O)OC/C(O)=C(\C#N)c2nc3ccccc3[nH]2)oc2ccccc12	nt	16	2.4	1	-2	-0.5	-4	-6	4	-5
CCOC(=O)N1CCN(CC(O)COc2cc(C)cc(C)c2)CC1 (configuration not stated)	-2.4	12	-1.5	nt	1	-0.3	-1	6	-15	0

Look-ups from the results shown.
COc1ccc(N(CC(=O)Nc2cc(Cl)ccc2OC)S(=O)(=O)c2c(C)noc2C)cc1 in VHR inh abs shows 7
CC1=NN(c2ccc(N)cc2)C(=O)C1 in VHR inh abs shows -23

Continued:
structure	Mtb BioA inh	GDH-TPI counter	Mtb UGM inh	VHR inh abs	FBA Mtb inh	Vc quorum ag	PriA SSB inh	Rv3671c inh	MazF activator	3CLpro inhibitor
CCN(CC)CCCN1C=C2C(=O)C(C)(OC(=O)CCc3ccccc3)C(=O)C=C2C=C1c1ccc(C#N)cc1 (configuration not stated)	-0.2	10	1.1	15	5	i	18	2	-27	nt
CCCCSc1nc(C(=O)O)cc(=O)[nH]1	-2.2	-4	4.8	21	2	-0.3	-11	7	5	0
CCN(CC)S(=O)(=O)c1cc(C(=O)Nc2cccnc2Cl)ccc1Cl	nt	-1	-2.8	30	2	-0.3	-9	1	2	1
Cc1cc(C)cc(NC(=O)Cn2nnc3ccccc3c2=O)c1	nt	12	-2.1	9	3	-0.5	-5	-4	2	0
O=C(COC(=O)c1ccccc1SCC(=O)N1CCCC1)NC1CCS(=O)(=O)C1 (configuration not stated)	-0.5	5	-2.7	nt	-4	i	-3	4	-22	nt
CC(C)c1nnc(NC(=O)CCCC(=O)O)s1	-3.0	-7	-1.6	10	2	i	-13	2	3	-2
COC(=O)c1ccccc1-c1ccc(/C=N/NC(=O)c2cc3ccccc3o2)o1	nt	52*	0.3	-4	5	-1.4	nt	-26	1	-5
CC1(C)Cc2c(sc3nc(C4CC4)n(N)c(=O)c23)CO1	nt	2	-3.6	17	-2	i	1	-10	6	0
CCn1ncc(Br)c1C(=O)Nc1ccc(Cl)cn1	-0.5	10	-0.5	5	-1	-0.1	-3	6	1	-3
O=C(O)C1=NN(c2ccccc2)C(=O)C1	nt	-3	0.8	9	-4	-3.2	-12	-37	4	11
CC(C)NC(=O)c1ccc(COc2cc(Cl)ccc2Cl)o1	-0.2	-7	1.6	18	-1	i	-2	1	2	-3

2 compounds from above, reduced to MazF activator and Vc quorum ag:
molecule | MazF activator | Vc quorum ag
CCCCSc1nc(C(=O)O)cc(=O)[nH]1 | 5 | -0.3
CCN(CC)S(=O)(=O)c1cc(C(=O)Nc2cccnc2Cl)ccc1Cl | 2 | -0.3
